Compound activity: PubChem BioAssay, National Center for Advancing Translational Sciences (NCATS)
Abeta rescue: qHTS for compounds that reverse cellular toxicity of Amyloid beta (A-beta) peptide in yeast: Primary Screen; 410,000 tested, 0.063% active; yeast expressing A-beta42, growth rescue, OD600, 48 h; response scale: 0% DMSO, 100% iron-clioquinol control; Potency, µM (highest dose often 46.1 µM), for inactives: top-dose growth rescue, most hits filed as activators; further: potency means the concentration at half of the fitted maximal effect; nearly all actives have a fitted effect of over 55% in size
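Growth rescue measured by 600 nm absorbance after 48 h yeast culture at 30 C with compound. Values normalized between DMSO and an equimolar ferric chloride plus clioquinol control.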
EPAC1 ag: qHTS for Agonist of cAMP-regulated guanine nucleotide exchange factor 3 (EPAC1): primary screen; Rap guanine nucleotide exchange factor 3 (Homo sapiens), O95398; EPAC1 agonist qHTS, biochemical assay; response scale: 100% = response to 6.5 mM cAMP; Potency, µM (titrated, usually from 154 µM), for inactives: at the highest dose activation, usual class: activators; 360,000 tested, 0.073% active; AID 720707, 2013; further: potency means the concentration at half of the fitted maximal effect; nearly all actives have a fitted effect of over 60% in size
Target sequence (O95398 whole entry, looked up): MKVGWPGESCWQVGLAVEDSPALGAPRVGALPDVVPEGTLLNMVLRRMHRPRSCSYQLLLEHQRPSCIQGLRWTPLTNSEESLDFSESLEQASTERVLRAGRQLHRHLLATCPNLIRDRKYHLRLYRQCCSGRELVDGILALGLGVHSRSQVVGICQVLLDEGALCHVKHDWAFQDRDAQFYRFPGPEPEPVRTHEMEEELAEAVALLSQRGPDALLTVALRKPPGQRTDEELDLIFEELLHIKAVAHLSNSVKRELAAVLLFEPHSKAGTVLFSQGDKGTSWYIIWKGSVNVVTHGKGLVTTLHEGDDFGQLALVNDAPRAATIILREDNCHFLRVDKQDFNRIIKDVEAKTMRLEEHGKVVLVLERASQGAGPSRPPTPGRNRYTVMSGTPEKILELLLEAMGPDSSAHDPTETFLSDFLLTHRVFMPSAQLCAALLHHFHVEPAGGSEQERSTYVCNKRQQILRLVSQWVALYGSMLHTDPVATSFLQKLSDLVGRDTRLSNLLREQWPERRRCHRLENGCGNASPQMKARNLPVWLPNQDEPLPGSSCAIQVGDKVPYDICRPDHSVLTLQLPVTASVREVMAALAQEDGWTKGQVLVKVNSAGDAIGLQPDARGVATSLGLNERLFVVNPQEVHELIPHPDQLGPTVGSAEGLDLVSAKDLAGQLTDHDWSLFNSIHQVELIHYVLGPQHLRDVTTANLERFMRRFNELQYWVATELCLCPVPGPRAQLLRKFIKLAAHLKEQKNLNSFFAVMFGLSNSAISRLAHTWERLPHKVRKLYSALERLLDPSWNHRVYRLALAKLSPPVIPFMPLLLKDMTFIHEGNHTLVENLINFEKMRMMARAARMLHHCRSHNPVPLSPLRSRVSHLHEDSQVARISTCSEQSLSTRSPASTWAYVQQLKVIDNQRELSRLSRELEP
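Fluorescent GDP-exchange assay: 100 nM EPAC1 with 250 nM Rap1B preloaded with BODIPY-GDP and 50 uM GDP; compounds tested as concentration series, 5 min at room temperature, then read every 5 min for 30 min (ex 480/em 540 nm); normalized to 6.5 mM cAMP.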
FUS yeast rescue: qHTS for Suppressors of FUS Proteinopathy: Primary screen using FUS-linked yeast assay; Potency, µM (top dose mostly 76.6 µM), for inactives: top-dose growth rescue (activation), most hits filed as activators; S. cerevisiae FUS-expressing, growth rescue, OD600, 24 h; 390,000 tested, 0.24% active;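 further: potency means the concentration at half of the fitted maximal effect; plate controls were DMSO vehicle for no effect and reference control for full effect; nearly all actives have a fitted effect of over 55% in size; some results filed as inactive show a strong effect at the top dose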
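Absorbance at 600 nm, taken 24hr after compound addition, measured rescue of FUS-yeast growth at 30C. Induction used 2% galactose with seeding at OD 0.005. Controls: CP55940 from 92uM final, DMSO only.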
PI5P4K alpha inh: qHTS for Inhibitors of phosphatidylinositol 5-phosphate 4-kinase (PI5P4K); Phosphatidylinositol 5-phosphate 4-kinase type-2 alpha (Homo sapiens), P48426; PI5P4Kalpha enzyme, ADP-Glo luminescence, 60 min; stronger effect = lower value; max response, %; 330,000 tested, 1.2% active; active means max response of -50% or lower; inconclusive means between -30% and -50%; inactive means -30% or higher; further: value at the top dose of about 77 µM; on the % scale 0 is the no-effect control and ±100 the full control effect
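Reactions run in 0.038 M HEPES pH 7.4, 0.28 mM EGTA, 0.1% CHAPS and 5% DMSO, with PI5P4Kalpha, substrate, compound and 5 microM ATP final, one hour at room temperature. Readout is ADP-Glo luminescence.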
WRN helicase inh: qHTS for Inhibitors of WRN Helicase | 360,000 tested, 0.46% active | Potency, µM (series often up to 114 µM), for the others: top-dose activity change, negative = inhibition, actives largely listed as inhibitors | Bifunctional 3'-5' exonuclease/ATP-dependent helicase WRN (Homo sapiens), Q14191 | WRN helicase unwinding, fluorescent forked duplex, kinetic; further: potency means the concentration at half of the fitted maximal effect; on the % scale 0 is the no-effect control and ±100 the full control effect; nearly all actives have a fitted effect of over 55% in size
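WRN at 20 nM final was preincubated with compound for 15 min at room temperature; reaction started with 100 nM forked duplex oligonucleotide carrying fluorophore and quencher plus 2 mM ATP (final). Unwinding followed kinetically by red fluorescence (ex 525/em 598 nm).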
PLK1 PBD inh: qHTS for Inhibitors of PLK1-PDB (polo-like kinase 1 - polo-box domain): Primary Screen; Serine/threonine-protein kinase PLK1 (Homo sapiens), P53350; Plk1 PBD binding of FITC phosphopeptide, fluorescence polarization; Potency, µM, inactives show max response, negative = inhibition, hits mostly inhibitors; 360,000 tested, 2.8% active; further: potency means the concentration at half of the fitted maximal effect; series mostly up to about 57 µM; on the % scale 0 is the no-effect control and ±100 the full control effect; nearly all actives have a fitted effect of over 65% in size
EPAC1 antag: qHTS for Antagonist of cAMP-regulated guanine nucleotide exchange factor 3 (EPAC1): primary screen | Rap guanine nucleotide exchange factor 3 (Homo sapiens), O95398 | Potency, µM (top dose mostly 115 µM), for inactives: at the highest dose activity change, negative = inhibition, usual class: inhibitors | EPAC1 GEF assay, Rap1b-BODIPY-GDP exchange fluorescence | 360,000 tested, 0.14% active;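 further: potency means the concentration at half of the fitted maximal effect; plate controls were vehicle for no effect and positive control for full effect; nearly all actives have a fitted effect of over 50% in size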
IL2 activator: qHTS of IL-2 Activators; IL-2 activation reporter assay, cell-based qHTS; stimulated with anti-CD3/CD4/CD28 beads; in transgenic mouse T cells; activation, % (series mostly up to about 46 µM); 360,000 tested, 0.065% active; in the data active means activation above about 50%; inconclusive means mostly about 30% to 49%; further: 0% is about no effect
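Using fluorescent plate cytometry, EGFP and DsRed are detected in transgenic mouse T cells stimulated 18 h at 37 degrees C with antibody-coated beads after 60 min compound pretreatment.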
Active calls of the source: *; ? = inconclusive; · = not tested or not shown; [ ] = dose if it differs, or a comment. Unless noted, the call rests on the fitted dose curve; in most records, active means well fitted curve in the direction sought with a large enough effect; inconclusive means small, poorly fitted or top-dose-only effect, or another doubt; inactive means no such curve, though single readings can be large; an effect the other way counts as inactive or inconclusive.

SMILES | Abeta rescue | EPAC1 ag | FUS yeast rescue | PI5P4K alpha inh | WRN helicase inh | PLK1 PBD inh | EPAC1 antag | IL2 activator
Cc1cccc(OCCn2nnc3ccccc32)c1C | 12% | 8% | 21% | 8 | -33% | -13% | 0% | -0.4
CCCCc1nnc(NC(=O)Cc2ccc(OC)c(S(=O)(=O)N3CCOCC3)c2)s1 | 8% | 3% | 14% | 7 | -5% | 0% | 3% | -0.8
Cc1csc2nc3ccccc3c(=O)n12 | 13% | -4% | -2% | -4 | 3%[57.1 µM] | -4% | 5% | 0.3
Cc1csc(-c2ccc3cc(Cl)cc(Cl)c3n2)n1 | -9% | -12% | -22% | 19 | 0% | 2% | 0% | 0.0
CC(=O)n1cc([C@@H]2C=C(C(=O)O)O[C@H](OCc3ccc(CO)cc3)C2)c2ccccc21 | 1% | 2% | 7% | -5 | 1% | -3% | -19% | 0.5
COc1cc(C(=O)Nc2ccccn2)cc(OC)c1OC | 17% | -2% | -1% | -7 | 2% | -9% | 3% | -1.7
COc1ccc(-n2c(=S)[nH]c3cc(C(=O)NCc4ccc(F)cc4)ccc3c2=O)c(OC)c1 | -8% | -2% | 32% | -2 | -2% | 0% | -19% | -1.9
Cc1ccc(C(C)C)c(OCCCN2C(=O)NC(C)(C)C2=O)c1 | 7% | -5% | ? | 6 | -2% | -5% | -24% | -0.2
Cc1cc(N2CCOCC2)n2cc(-c3ccc(F)cc3)nc2n1 | -3% | -1% | 16% | 4 | -6%[57.1 µM] | 4% | -12% | -3.8
CCC(=O)Nc1ccc(C(=O)Nc2cccc(C)n2)cc1 | -12% | 3% | -12% | -3 | 9% | -4% | 15% | -2.2
COc1cc(C(=O)Nc2ccc(C(=O)c3ccncc3)cc2)cc(OC)c1OC | 4% | 7% | 2% | -1 | 0% | -9% | -15% | -1.7
COc1cc(/C=C(/NC(=O)c2ccccc2Cl)C(=O)O)cc(OC)c1OC | 3% | -1% | -18% | 8 | 4% | -2% | 11% | 0.0
CCOc1cc(C(c2c(C)[nH][nH]c2=O)c2c(C)[nH][nH]c2=O)ccc1OS(=O)(=O)c1ccc(C)cc1 | 5% | 0% | ? | · | -11% | ? | -9% | 0.0
Cc1ccc(S(=O)(=O)/N=C(/Nc2nc(C)cs2)c2ccccc2)cc1 | -9% | 9% | -16% | 1 | 7% | -14% | -8% | -0.5
O=C(COc1ccc(Cl)cc1Cl)Nc1ccc(CN2CCOCC2)cc1 | -9% | 6% | -6% | 0 | -3% | 0% | -12% | -2.7
O=C(NCCc1nnc2ccc(N3CCCCCC3)nn12)c1ccccc1F | 10% | -4% | 13% | -11 | 0% | 11% | -6% | 0.2
Cc1ccc(C)c(SCC(=O)Nc2ccc(C)c(S(=O)(=O)N3CCOCC3)c2)c1 | 5% | 10% | 44% | -2 | -7% | ? | -6% | 1.4
S=C(c1ccc2c(c1)OCO2)N1CCCCC1 | -5% | 13% | -8% | 4 | 4% | -17% | 0% | 0.2
COC(=O)NNC(=O)C12CC3CC(CC(C3)C1)C2 | -1% | -4% | -7% | 1 | -7% | -12% | -22% | -0.8
O=C(CN1C(=O)NC2(CCCC2)C1=O)Nc1cccc(Cl)c1Cl | -12% | 2% | -6% | -8 | -8% | 10% | -1% | -0.9
CCCN(CCC)Cc1cc(=O)oc2cc3c(cc12)CCC3 | -8% | 11% | 18% | 6 | 5% | -15% | 9% | -0.3
COCCN1CCN(C(=O)c2ccc3nc(Cc4ccccc4F)oc3c2)CC1 | 5% | -3% | 5% | 0 | -20% | -9% | 5% | -0.5
O=C(CN1C(=O)NC(c2ccccc2)(c2ccccc2)C1=O)N1CCCCC1 | 11% | -9% | · | -1 | 3% | -3% | 1% | -0.5
COc1ccc2cc(C3CC(c4cccs4)=NN3C(C)=O)c(Cl)nc2c1 (stereo not given) | -10% | 5% | -17% | 9 | -21% | 5% | -3% | -0.2
S=C(c1ccc(N2CCOCC2)cc1)N1CCOCC1 | -8% | 8% | 13% | · | 0% | 27µM* | 7% | 1.0
C#CCOCCOCCOCCNc1nc(N2CCN(C(=O)CCCCCCCCCCNC(=O)Cn3cc(C[C@@H](C)O)nn3)CC2)nc(N2CCN(C(=O)CCCCCCCCCCNC(=O)[C@@H]([C@H](C)CC)n3cc(CCCCCN)nn3)CC2)n1 | 12% | 19% | ? | ? | ? | 1% | 50µM* | -0.6
O=C(CSc1ccc2nnc(-c3ccncc3)n2n1)NCC1CCCO1 (stereo not given) | 5% | -12% | -24% | -4 | 2% | -2% | 1% | -0.7
N#Cc1cc2[nH]c3ccccc3c2[n+](-c2ccc([N+](=O)[O-])cc2)c1N | -17% | 12% | -6% | 2 | 4% | -3% | 6% | -0.4
Cc1ccc(C)c(NC(=O)Cc2nc(CCl)cs2)c1 | 0% | -6% | · | -2 | -26% | -9% | 14% | -1.3
OCC1(CCc2ccccc2)CCN(Cc2ccc3nsnc3c2)CC1 | -3% | 6% | 28% | -2 | -35% | -25% | -25% | 1.0

Ordered by formula weight (low to high): part of the list above.
SMILES | Abeta rescue | EPAC1 ag | FUS yeast rescue | PI5P4K alpha inh | WRN helicase inh | PLK1 PBD inh | EPAC1 antag | IL2 activator
OCC1(CCc2ccccc2)CCN(Cc2ccc3nsnc3c2)CC1 | -3% | 6% | 28% | -2 | -35% | -25% | -25% | 1.0
O=C(CSc1ccc2nnc(-c3ccncc3)n2n1)NCC1CCCO1 (stereo not given) | 5% | -12% | -24% | -4 | 2% | -2% | 1% | -0.7
CCOc1cc(C(c2c(C)[nH][nH]c2=O)c2c(C)[nH][nH]c2=O)ccc1OS(=O)(=O)c1ccc(C)cc1 | 5% | 0% | ? | · | -11% | ? | -9% | 0.0

(continued)
SMILES | Abeta rescue | EPAC1 ag | FUS yeast rescue | PI5P4K alpha inh | WRN helicase inh | PLK1 PBD inh | EPAC1 antag | IL2 activator
Cc1csc(NC(=O)CCC(=O)N(CC(=O)NC2CCCC2)c2ccccc2)n1 | 10% | 13% | 15% | 3 | 10% | -3% | 14% | -0.3
Cc1ccc(NC(=O)CNC(=O)Cn2cnc3sc(C)c(C)c3c2=O)cc1F | 4% | -10% | 24% | -6 | 8% | ? | 2% | 0.4
CN1C2C=C3C(C#N)=C(N)C(C#N)(C#N)C(c4ccc(Br)cc4)C3C1CC2 (stereo not given) | 4% | -1% | 33% | · | 10% | -14% | 2% | -0.4
COc1ccc(OCCn2c(N)nc3ccccc32)cc1 | 1% | 5% | 33% | -9 | 4% | -5% | ? | -0.4
Clc1nc2c(-c3ccccc3)nnn2c2ccccc12 | -44%[inhibitor] | 18% | -2% | 1 | 8% | -8% | -15% | -0.8
Cc1cccc(C2CC(c3ccccc3)=NN2c2ccc(S(N)(=O)=O)cc2)c1 (stereo not given) | -17% | 4% | ? | -5 | -15% | -16% | -14% | -1.0
Cc1c(NC(=O)CCSc2ccc(Cl)cc2)c(=O)n(-c2ccccc2)n1C | 1% | -3% | -6% | -6 | 7% | -3% | 0% | -1.0
O=C(c1ccc2c3n(nc2c1)-c1ccc(Cl)cc1CO3)N1CCCCC1 | -35%[inhibitor] | 3% | 20% | -5 | -5% | -1% | ? | -0.5
COc1ccc(C(=O)Nc2cc(C)nn2-c2cccc(F)c2)cc1 | -7% | 2% | 13% | -8 | 14% | 0% | 11% | 0.2
N=c1n(Cc2ccccc2)c2ccccc2n1CC(O)c1ccco1 (stereo not given) | 19% | -5% | -22% | -5 | 7% | -1% | 3% | -0.4
O=C(COC(=O)c1cncc(Br)c1)Nc1nc(-c2ccc(F)cc2)cs1 | 0% | 0% | 15% | -11 | -1% | -3% | -3% | -1.2
CN(C)C(=O)CCc1ccc2c3c([nH]c2c1)[C@]1(C)[C@@H](C(=O)N2CCOCC2)C[C@H](CC(=O)NCCN2CCOCC2)C(=O)N1CC3 | -3% | -17% | -10% | -7 | 1% | -9% | 16% | 1.2
CCn1c(=O)c(C(=O)CN(C)CC(=O)Nc2cccc(F)c2)c(N)n(Cc2ccccc2)c1=O | 0% | 12% | 22% | 0 | -9% | 2% | -5% | -0.5
CCOC(=O)C1CCCN(CC(=O)Nc2c(C(=O)OC)[nH]c3ccccc23)C1 (stereo not given) | -4% | 15% | 14% | -4 | 5% | -11% | -5% | -4.2
COc1ccc(C(=O)C2CCCN(Cc3cccn3-c3ccccn3)C2)c(OC)c1 (stereo not given) | -1% | 2% | 7% | -7 | -3% | 0% | -9% | -0.2
Cc1cccc(N2CCN(C(=O)CCS(=O)(=O)c3ccc(Br)cc3)CC2C)c1 (stereo not given) | -19% | 12% | 31% | -19 | ? | ? | -33% | 0.5
COc1ccc(Cl)c(OC)c1C(=O)NC(=O)Nc1nc(C)nc(C)n1 | -3% | -3% | 0% | 14 | 10% | -6% | 9% | -1.3
COc1ccc([N+](=O)[O-])cc1N(CC(=O)N1CCN(Cc2ccccc2)CC1)S(C)(=O)=O | -9% | -3% | 3% | -1 | -5% | 12µM* | -16% | 1.5
CN=C(Nc1cc(C)nn1CCC#N)c1ccc(F)cc1 | -3% | 11% | -6% | · | 0% | -10% | 11% | 1.6
COc1ccc(N2CCN(c3oc(COc4ccccc4Cl)nc3C#N)CC2)cc1 | -3% | 3% | 9% | · | -1% | -2% | 4% | -2.7
Nc1nnnn1/N=C/c1ccccc1OCc1ccccc1 | 20% | 6% | 26% | 0 | -12% | -9% | -3% | -1.5
Cc1cccc2nc(CSc3nc4cc([N+](=O)[O-])ccc4s3)cn12 | 7% | 6% | 2% | 5 | -3% | -17% | -1% | 4.3
Cc1nc(CCNC(=O)C2CCC(=O)N(Cc3ccc(Cl)cc3)C2)sc1C (stereo not given) | -16% | 0% | 9% | 0 | 7% | -8% | -8% | -2.0
O=C(Nc1ccccc1)N1CCN(Cc2ccc(Cl)cc2)CC1 | -11% | 4% | -20% | 0 | -3% | -2% | -3% | 0.4
CC1CCC2C(C1)c1sc(=O)[nH]c1SC2(C)C (stereo not given) | 20% | 8% | 34% | · | 3% | -6% | -1% | 2.6
